FXIIa inh: blocks human coagulation factor XIIa activity; P00748; purified human FXIIa, AMC substrate fluorescence, 2 h; inhibition, % at 10 µM; actives 0.2% (n = 33,000); in the data active means inhibition above about 30%;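 further: 0% = enzyme with vehicle only and 100% = no enzyme blank; many of its hits are not listed in these tables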
FXIa inh: blocks human coagulation factor XIa activity. actives 0.3% (n = 33,000). AID 687. inhibition, % at 10 µM. purified human FXIa, fluorogenic AMC substrate cleavage;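 active means inhibition above 40% in the primary screen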;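 further: 0% = enzyme without compound and 100% = blank wells lacking enzyme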
Target sequence (P03951 19-387 limits assumed): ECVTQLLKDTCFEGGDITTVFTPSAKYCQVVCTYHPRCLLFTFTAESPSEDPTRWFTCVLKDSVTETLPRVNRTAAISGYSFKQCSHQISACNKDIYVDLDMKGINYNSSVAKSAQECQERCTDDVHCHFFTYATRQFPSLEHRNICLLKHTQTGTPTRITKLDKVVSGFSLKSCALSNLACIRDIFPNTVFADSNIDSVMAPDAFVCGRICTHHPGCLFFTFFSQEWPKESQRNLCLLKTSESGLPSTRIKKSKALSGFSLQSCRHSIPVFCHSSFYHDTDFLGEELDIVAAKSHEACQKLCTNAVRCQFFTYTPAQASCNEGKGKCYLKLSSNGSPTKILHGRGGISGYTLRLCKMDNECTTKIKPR
Target sequence (P03951 388-625 limits assumed): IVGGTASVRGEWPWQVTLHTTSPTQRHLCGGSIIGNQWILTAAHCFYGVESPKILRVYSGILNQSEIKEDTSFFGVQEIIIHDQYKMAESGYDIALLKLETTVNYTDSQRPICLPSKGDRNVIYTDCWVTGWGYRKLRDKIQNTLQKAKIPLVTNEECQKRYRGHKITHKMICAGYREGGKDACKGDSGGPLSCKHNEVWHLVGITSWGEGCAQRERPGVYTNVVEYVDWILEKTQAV
The depositor's hits bear a star; & = joins results of further samples. Only part of the results is shown (hit frequency here may not be typical).

nr	SMILES	FXIa inh	FXIIa inh
1	CCOc1ccc(N2CCCn3c2nc2c3c(=O)n(CCc3ccccc3)c(=O)n2C)cc1	-4	7
2	COC(=O)c1ccccc1NC(=O)C1CCN(S(C)(=O)=O)CC1	4	-13
3	O=C(NCCCN1CCCC1=O)c1ccc2c(c1)NC(=O)c1ccccc1S2	-1	1
4	COc1ccc(OC(=O)c2cccnc2)cc1	10	6
5	O=C(Cn1cnc2ccccc2c1=O)NCc1ccc2c(c1)OCO2	1	6
6	CCc1c(C(C)S(=O)(=O)c2ccc(C)cc2)[nH]c(=O)n1-c1ccc(C)cc1 (stereo not given)	5	2
7	COc1ccc(-c2nsc3c(N4CCCC4)ncnc23)cc1	2	-14
8	Cc1ccc(NC(=O)C2CCCN(S(=O)(=O)c3cccs3)C2)cc1 (stereo not given)	-3	6
9	CC(=O)C1=C(O)C(=O)N(c2ccc(C)cc2)C1c1ccccn1 (stereo not given)	6	7
10	CCOC(=O)c1c(CN2CCN(Cc3ccccc3)CC2)n(C)c2cc(Br)c(OC)cc12	22	-17

Following part:
nr	SMILES	FXIa inh	FXIIa inh
11	O=C(c1ccc(S(=O)(=O)NCC2CCCO2)cc1)N1CCc2ccccc21 (stereo not given)	-1	4
12	Clc1ccc(/C=N/Nc2nnc(-c3ncc[nH]3)c3ccccc23)cc1	8	7
13	Oc1c(Cl)cc(Cl)cc1Sc1cc(Cl)cc(Cl)c1O	9	7
14	COc1cccc(CN(CC(=O)NCC2CCCO2)C(=O)CNS(=O)(=O)c2ccccc2)c1 (stereo not given)	-3	2
15	CCCn1c(NCc2ccccn2)nc2ccccc21	-1	6
16	CCN(CC)C(=O)C1=C(C)Nc2nc3ccccc3n2C1c1cccc(OC)c1 (stereo not given)	-8	8
17	CCc1ccc(/C=N/NC(=S)NCCc2ccccc2)cc1	13	10
18	CCCCCCCOC(=O)C1=C(C)Nc2ncnn2C1c1cccs1 (stereo not given)	-2	-2
19	CCNC(=O)c1c(NC(=O)C2COc3ccccc3O2)sc2c1CCCC2 (stereo not given)	-2	3
20	O=C(NNC1=C(C(=O)C(F)(F)F)CCC1)c1ccccc1O	6	10

The list continues.
nr	SMILES	FXIa inh	FXIIa inh
21	CC(=O)Nc1nc(N)n(-c2ccccc2)n1	4	8
22	COC(=O)C1CCN(S(=O)(=O)c2ccc(OC)cc2)CC1	12	-17
23	CC1=C(C(=O)N2CCc3ccccc32)C2(CCC(C)CC2)OC1=O (stereo not given)	-3	5
24	CS(=O)(=O)N1CCN(C(=O)c2c(F)cccc2F)CC1	0	6
25	O=C(NC1CCCC1)c1noc2c1CCCCC2	3	7
26	CCN(CC)CC(=O)Nc1c(C)cccc1C	-3&7	5&6
27	CC1(C)O[C@@H]2C[C@H]3[C@@H]4C[C@H](F)C5=CC(=O)CC[C@]5(C)[C@H]4[C@@H](O)C[C@]3(C)[C@]2(C(=O)CO)O1	3	3
28	CN(CC(=O)NC1CCCCCC1)S(=O)(=O)c1ccccc1	-3	3
29	COC(=O)c1cn(N(C)c2ncc(C(F)(F)F)cc2Cl)c(=O)c2ccccc12	-1	-5
30	CCOC(=O)C1(C(F)(F)F)N=C(C(F)(F)F)Nc2ccccc21 (stereo not given)	5	7

(more compounds)
nr	SMILES	FXIa inh	FXIIa inh
31	CCC(Sc1n[nH]c(=O)[nH]c1=O)C(=O)OCc1ccccc1 (stereo not given)	1	3
32	C1CNCCNCCNCCN1	1	4
33	O=C(c1c(O)c2ccccc2oc1=O)C1CCCCC1	13	7
34	CCOC(=O)c1cnc(SC)nc1N	3	1
35	O=C(N1CCCCC1)N1CCN(C(c2ccccc2)c2ccccc2)CC1	-6	3
36	Cn1c(=O)[nH]c(=O)c2c1nc(N1CCOCC1)n2CCSc1nc2ccccc2[nH]1	-1	3
37	COc1ccc(C2OC34CCCCC3C(C#N)(C#N)C2(C#N)C(=N)O4)cc1 (stereo not given)	1	0
38	Cn1c(=O)c2c(nc(NCc3ccco3)n2Cc2ccc(Cl)cc2Cl)n(C)c1=O	-2	-5
39	Cc1ccc(N2CCN(C(=O)c3ccccc3Br)CC2)c(C)c1	2	-16
40	CCOC(=O)c1oc2nc(CC(C)C)c3c(c2c1N)CCC3	2	-12

Structures listed so far that contain a furan ring, fused or not:
nr	SMILES	FXIa inh	FXIIa inh
38	Cn1c(=O)c2c(nc(NCc3ccco3)n2Cc2ccc(Cl)cc2Cl)n(C)c1=O	-2	-5
40	CCOC(=O)c1oc2nc(CC(C)C)c3c(c2c1N)CCC3	2	-12

(listing goes on)
nr	SMILES	FXIa inh	FXIIa inh
41	Nc1cc(N)c(OCC(F)(F)F)cc1OCC(F)(F)F	1	-13
42	Cc1ccc(S(=O)(=O)NCC2CCC(C(=O)NCc3ccc4c(c3)OCO4)CC2)cc1 (stereo not given)	-4	-1
43	CC(=O)OCC(=O)[C@@]1(O)CC[C@H]2[C@@H]3CCC4=CC(=O)C=C[C@]4(C)[C@@]3(Cl)[C@@H](Cl)C[C@@]21C	0	4
44	O=C(CCSCc1ccccc1Cl)N1CCN(c2cccc(Cl)c2)CC1	4	0
45	COC(=O)Cn1cccc1C(=O)c1ccccc1	4	1
46	COc1ccc(NC(=S)Nc2cccc([N+](=O)[O-])c2)cc1	1	1
47	O=C(NCc1ccc(N2CCCC2=O)cc1)Nc1cccc2ccccc12	9	4
48	Cc1ccc(S(=O)(=O)N2CCN(S(=O)(=O)c3ccccc3)C2c2ccc(N(C)C)cc2)cc1 (stereo not given)	30	-20
49	C=CCn1c(CCNC(=O)c2cccs2)nnc1SCC(=O)c1ccc(Br)cc1	7	6
50	CCOC(=O)c1ccccc1NS(=O)(=O)c1ccc(OCC)cc1	10	6

(continued)
nr	SMILES	FXIa inh	FXIIa inh
51	CN(CC(=O)NCCN1CCN(c2ccccc2)CC1)S(=O)(=O)c1ccc2c(c1)CCC(=O)N2	4	7
52	N#Cc1ccc(NC(=O)COC(=O)CNC(=O)C2CCCCC2)cc1	15	-12
53	COC(CNC(=O)c1ccc2c(c1)nc(C)n2-c1ccc(F)c(F)c1)OC	-16	7
54	Cc1occc1C(=O)Nc1c(F)c(F)c(F)c(F)c1F	6	-1
55	Cc1cc(O)cc(O)c1C(=O)Cc1cnn(-c2ccccc2)c1	-11	8
56	Cc1ccccc1-n1c(C)cc(/C=C2\NC(=O)NC2=O)c1C	4	-17
57	C=CCSC1=N/C(=C\c2ccc(C)o2)C(=O)S1	-1	2
58	CCNc1nc(NCC)nc(Nn2cnnc2)n1	-1	4
59	CC1CCN(S(=O)(=O)c2ccc(NC(=O)CN3CCCC(C)C3)cc2)CC1 (stereo not given)	0	-1
60	O=C(N/N=C/c1ccc(O)cc1)/C(=C/c1ccc([N+](=O)[O-])cc1)NC(=O)c1ccccc1	16	11

The listing continues.
nr	SMILES	FXIa inh	FXIIa inh
61	O=C1CN(C(=O)CSc2nnc(C3CC3)n2-c2ccccc2)c2ccccc2N1	0	2
62	COc1ccc(N2C(=O)CC(SCC(=O)O)C2=O)cc1 (stereo not given)	-5	4
63	COc1ccc(NC(=O)C2CC(=O)n3cnnc3S2)cc1 (stereo not given)	-3	10
64	CC(=O)Nc1ccc(N(C)S(C)(=O)=O)cc1	3	8
65	Cc1cc(C)n(-c2nc(NCCO)c3c4c(sc3n2)CCCC4)n1	0	3
66	CCOc1cc(NS(=O)(=O)c2ccccc2)c(OCC)cc1NC(=O)c1ccco1	1	9
67	O=C1Nc2cc(Cl)c(Cl)cc2N(O)N1c1ccc(Cl)c(Cl)c1	3	10
68	CCCCNC(=O)C1CCN(Cc2ccccn2)CC1	2	7
69	CC(C)(C)n1nnnc1C(c1cccc(C#N)c1)N1CCCc2ccccc21 (stereo not given)	-2	2
70	CCOC(=O)N1CCN(Cc2nc3c(c(=O)n(C)c(=O)n3C)n2Cc2cccc(C)c2)CC1	-7	4

Some values from the results shown:
FXIa inh with COc1ccc(N2C(=O)CC(SCC(=O)O)C2=O)cc1 (stereo not given) reads -5
FXIIa inh with O=C1CN(C(=O)CSc2nnc(C3CC3)n2-c2ccccc2)c2ccccc2N1 reads 2

Additional records
nr	SMILES	FXIa inh	FXIIa inh
71	CCOC(=O)C(CC)(CC)/C(C)=N/NC(=O)CC#N	0	5
72	CC(=O)N(Cc1ccc(F)cc1)C1=C(NCc2ccccc2)C(=O)c2ccccc2C1=O	-4	3
73	Cc1ccc(O)c(C2=NOC(O)(C(F)(F)F)C2)c1 (stereo not given)	-4	2
74	FC(F)(F)c1nnc2ccc(N3CCCC3)nn12	-1	15
75	Cc1ccc(OC2=NS(=O)(=O)c3ccccc32)cc1	27	-13
76	CCOC(=O)CN1C(=O)C(O)(CC(=O)c2ccc3c(c2)CCCC3)c2ccccc21 (stereo not given)	-2	4
77	Cc1ccc2c(c1)c(CC(=O)Nc1ccc(C)c(F)c1)c(C(=O)O)n2C	0	0
78	O=C(O)C1C(C(=O)Nc2ccc(Cl)cc2)C2C=CC1C21CC1 (stereo not given)	-4	7
79	CC1(C)Cc2c(c(=S)nc(-c3ccccc3)n2CCO)CO1	0	-9
80	OCCn1c(SCCOc2ccccc2)nc2ccccc21	-4	8

Other entries follow:
nr	SMILES	FXIa inh	FXIIa inh
81	CCc1ccc2[nH]c(=O)c(CN(CCCO)C(=O)NCc3ccccc3)cc2c1	24	-16
82	COc1ccc(CCNC(=O)CSc2nc3c(c(=O)n(C)c(=O)n3C)n2C)cc1OC	1	2
83	CCOC(=O)c1cnc(-c2ccccc2)nc1N(C)C	-3	-2
84	CC(=O)C1C(=O)CC(C)(O)C(C(C)=O)C1c1ccc(N(C)C)cc1 (stereo not given)	-3	5
85	CCc1ccc(OCC(=O)N(C)CCC#N)c(Br)c1	0	-10
86	Cc1cc(C(=O)CN2C(=O)NC(c3ccccc3)(c3ccccc3)C2=O)c(C)n1Cc1ccccc1	-7	8
87	Cc1nnc(N2C(=O)c3cccc4cccc(c34)C2=O)s1	5	9
88	Cc1c(=O)n(OCc2ccccn2)c2ccccc2[n+]1[O-]	-3	-11
89	O=C(COc1ccc(Cl)cc1)NCc1nnc(SCC(=O)N2CCCCC2)o1	2	0
90	Cc1ccc(C)c(-n2ccnc2SCC(=O)O)c1	3	3

Three of the compounds above, screen by screen.
81	CCc1ccc2[nH]c(=O)c(CN(CCCO)C(=O)NCc3ccccc3)cc2c1
82	COc1ccc(CCNC(=O)CSc2nc3c(c(=O)n(C)c(=O)n3C)n2C)cc1OC
83	CCOC(=O)c1cnc(-c2ccccc2)nc1N(C)C

Screen / compound no. | 81 | 82 | 83
FXIa inh | 24 | 1 | -3
FXIIa inh | -16 | 2 | -2

(cont.)
nr	SMILES	FXIa inh	FXIIa inh
91	Cc1cc(OCc2nc(-c3cccnc3)no2)c(C)cc1Br	0	7
92	O=C(CSc1nnnn1C1CCCC1)NCc1ccccc1	0	12
93	O=Cc1cn(-c2ccccc2)nc1-c1cc2ccccc2oc1=O	0	13
94	O=C(Cn1cnc2scc(-c3ccccc3)c2c1=O)N1CCOCC1	2	-9
95	CC(=O)N(Cc1cc(=O)[nH]c2ccccc12)c1ccccc1	-2	6
96	CC1CCN(C(C)C(=O)Nc2ccccc2-c2ccccc2)CC1 (stereo not given)	-1	2
97	CCOc1ccc(S(=O)(=O)n2nnc3ccccc32)cc1C	2	9
98	CCc1cc(Br)ccc1NC(=O)C1CCCO1 (stereo not given)	3	10
99	COc1ccc(S(=O)(=O)Nc2ccccc2C)cc1	0	8
100	Cc1cc(Nc2ccccc2)nc(N2CCOCC2)n1	-10	6

(next part)
nr	SMILES	FXIa inh	FXIIa inh
101	Cc1cc(C(=O)COC(=O)C2=NNC(=O)CC2)c(C)n1-c1cccc(C(F)(F)F)c1	11	2
102	CC(C)COc1ccc(/C(=N/O)c2ccccc2)cc1	-7	4
103	COc1ccc(C=O)cc1CSc1nnc(COc2cccc3cccnc23)o1	29	-18
104	N#CC1(c2ccccc2)CCCN1C(=O)c1ccc(Br)cc1 (stereo not given)	-1	-3
105	CC(=C/c1ccco1)/C=N/N1CCN(c2ccccc2)CC1	-2	6
106	C=C(C)CNC(=S)NNC(=O)c1ccco1	1	12
107	CC1=C(C(=O)OC(C)C)C(c2ccc(Br)s2)NC(=O)N1 (stereo not given)	-5	0
108	O=C(NC1CC2CCC1C2)c1ccc(CN2CCOCC2)cc1 (stereo not given)	8	4
109	COc1ccc(-c2cc(C)nc3nc(N)nn23)cc1	-8	5
110	CC1CCN(C(=O)CN(c2ccc(Oc3ccccc3)cc2)S(C)(=O)=O)CC1	-17	-11

Later entries.
nr	SMILES	FXIa inh	FXIIa inh
111	O=C(NC1CCCC1)C1CCN(c2nccs2)CC1	32	-18
112	Cc1ccc(-c2nnc(N3CCN(C(=O)CSc4ncn[nH]4)CC3)c3ccccc23)cc1	-8	11
113	CCn1c(NC(C)=O)nc2ccccc21	-1	-1
114	Cn1c(C(=O)NCc2ccccn2)cc2c(=O)n3ccccc3nc21	4	-238
115	C=CCn1c(-c2csc(-c3ccccc3)n2)n[nH]c1=S	1	4
116	Cc1ccc(C2c3c(oc4ccccc4c3=O)C(=O)N2CCCN2CCOCC2)o1 (stereo not given)	-7	4
117	CCOc1ccc(NC(=O)CN(C)c2ccc(S(=O)(=O)N3CCOCC3)cn2)cc1OCC	-9	-9
118	Cc1ccc(N(CC(O)COCc2ccco2)S(=O)(=O)c2ccc(C)cc2)cc1 (stereo not given)	-1	13
119	CCOC(=O)N1CCN(C(=O)c2ccccc2N(C)S(C)(=O)=O)CC1	-2	4
120	O=C(c1ccc(Br)s1)N1CCCC1	-5	6
121	CCOc1ccccc1NC(=O)C(CC(C)C)NC(=O)C1CCCCC1 (stereo not given)	0	3

Fetched by compound from above (4):
nr	SMILES	FXIa inh	FXIIa inh
113	CCn1c(NC(C)=O)nc2ccccc21	-1	-1
112	Cc1ccc(-c2nnc(N3CCN(C(=O)CSc4ncn[nH]4)CC3)c3ccccc23)cc1	-8	11
111	O=C(NC1CCCC1)C1CCN(c2nccs2)CC1	32	-18
120	O=C(c1ccc(Br)s1)N1CCCC1	-5	6
